Assay outcomes from PubChem BioAssay.
Chronic BCR inh: inhibitors of chronic active B-cell receptor signaling. 340,000 compounds, 0.05% hits. ABC-DLBCL IkBa-CBG/CBR reporter, luminescence ratio, 4 h. AID 493014. Potency, µM (highest dose often 46.1 µM), for the others: top-dose ratio change, negative = lower green/red ratio, hits mostly inhibitors; active = well fitted inhibition curve with a large enough effect in the signal ratio, with a control signal flat, not every such curve was filed as active; inconclusive = small, poorly fitted or top-dose-only effect, or effect the other way, or a change in a side signal; the % refers to the signal ratio;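 also: potency is read from the fitted curve at half-maximal effect; plate controls were basal doxycycline-induced cells for no effect and cells given 10 µM MG132 for full effect; MG132 reads +100%, hits lower the ratio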
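TMD8 ABC-DLBCL cells carrying doxycycline-inducible green luciferase fused to IkappaBalpha plus unfused red luciferase were exposed to compounds (up to 46 uM) for 4 hrs at 37C. Activity came from the overlap-corrected green/red luminescence ratio.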
ELG1 DNA repair: inhibitors of ELG1-dependent DNA repair in HEK293T cells; HEK293T ELG1-luciferase reporter, luminescence, 16 h; DNA damage induced by 5-fluorouridine; Potency, µM (doses to about 46.1 µM), for the others: top-dose activity change, negative = inhibition, usual class: inhibitors; 330,000 compounds, 2.3% hits; AID 504467; also: potency is read from the fitted curve at half-maximal effect; % is scaled to controls: 0 for no effect and ±100 for the full control effect; nearly all actives have a fitted effect of over 55% in size
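Reporter activity after DNA damage by 5-fluorouridine is monitored. Compound-treated cells incubate 16 hr at 37 °C, then ONE-Glo is added for 30 min before luminescence reading.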
ASM inhibitor: human S-ASM enzyme inhibition. P17405. placental ASM, HMU-PC fluorogenic substrate, 60 min. Potency, µM (titrated, usually from 57.5 µM), for the others: at the highest dose activity change, negative = inhibition, actives largely listed as inhibitors. 340,000 compounds, 0.006% hits; also: potency is read from the fitted curve at half-maximal effect
Target sequence (P17405 47-631 limits assumed): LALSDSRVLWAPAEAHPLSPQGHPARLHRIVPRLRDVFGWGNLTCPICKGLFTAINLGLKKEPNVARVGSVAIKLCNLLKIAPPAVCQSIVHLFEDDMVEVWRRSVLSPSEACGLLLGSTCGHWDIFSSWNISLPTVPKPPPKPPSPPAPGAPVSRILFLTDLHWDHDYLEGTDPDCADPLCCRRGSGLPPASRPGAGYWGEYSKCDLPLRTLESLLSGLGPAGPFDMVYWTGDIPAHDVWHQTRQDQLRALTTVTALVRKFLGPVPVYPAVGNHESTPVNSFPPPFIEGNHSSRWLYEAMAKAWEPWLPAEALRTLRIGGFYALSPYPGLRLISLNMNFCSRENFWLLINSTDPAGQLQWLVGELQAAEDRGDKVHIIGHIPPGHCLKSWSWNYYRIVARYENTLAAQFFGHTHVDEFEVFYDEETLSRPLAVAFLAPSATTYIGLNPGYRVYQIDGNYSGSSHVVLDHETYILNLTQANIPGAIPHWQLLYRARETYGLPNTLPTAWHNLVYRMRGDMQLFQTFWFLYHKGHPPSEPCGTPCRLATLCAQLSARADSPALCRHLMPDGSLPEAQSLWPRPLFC
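Steps: dispense placental human ASM, pin compound, wait 10 min at room temperature, add HMU-PC0 substrate at 9 uM final, incubate 60 min at 37 °C, add stop solution raising pH to 10, read fluorescence.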
TSHR antagonist: blocks TSH signaling through the human TSH receptor; activity change, negative = inhibition, % at 11.5 µM; TSHR-expressing cells, TSH-stimulated cAMP HTRF, 2 h; stronger effect = lower value; P16473; 330,000 compounds, 0.2% hits; AID 504810;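 active = activity change below a set negative limit, meaning inhibition stronger than a set level, cut at about -70% in these data; inconclusive = activity change between two set negative limits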; also: % is scaled to controls: 0 for no effect and ±100 for the full control effect
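Read-out is FRET at 665 nm (cryptate excitation 337 nm) from a cryptate-tagged anti-cAMP antibody, competed by cell cAMP against cAMP-d2. Compounds are tested on freshly harvested TSHR cells challenged with 4nM TSH (EC80) for 2 hours at 37 deg C.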
TSG101-PTAP inh: blocks PTAP/TSG101 interaction to inhibit HIV-1 budding. Potency, µM (highest dose often 115 µM), inactives show at the highest dose activity change, negative = inhibition, hits mostly inhibitors. Q99816. Fluorescence polarization, FITC-PTAP peptide / Tsg101 binding. 340,000 tested, under 10 active; active = well fitted inhibition curve with a large enough effect in the main read-out, with a control signal flat, not every such curve was filed as active; inconclusive = small, poorly fitted or top-dose-only effect, or effect the other way, or a change in a side signal; inactive = no such curve, though single readings can be large or run the other way; also: potency is read from the fitted curve at half-maximal effect; % of control where 0% means no effect
Target sequence (Q99816 whole entry, looked up): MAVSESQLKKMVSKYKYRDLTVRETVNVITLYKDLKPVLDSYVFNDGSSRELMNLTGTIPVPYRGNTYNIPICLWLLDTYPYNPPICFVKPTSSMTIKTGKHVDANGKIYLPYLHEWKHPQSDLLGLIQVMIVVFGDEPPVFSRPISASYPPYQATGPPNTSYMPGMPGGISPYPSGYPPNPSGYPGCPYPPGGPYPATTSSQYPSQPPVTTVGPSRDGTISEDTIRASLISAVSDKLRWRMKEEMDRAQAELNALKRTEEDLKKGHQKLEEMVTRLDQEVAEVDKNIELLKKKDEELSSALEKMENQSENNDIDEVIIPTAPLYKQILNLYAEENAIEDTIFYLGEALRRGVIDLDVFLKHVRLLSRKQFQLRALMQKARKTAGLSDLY
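Compounds were pin-transferred onto Tsg101 binding domain (10 uM final) in HEPES pH 7.5 buffer, then FITC-PTAP peptide was added at 50 nM final. After 20 min at RT, polarization reported peptide displacement across a qHTS concentration series.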
Mito fusion act: blocks mitochondrial division or promotes mitochondrial fusion | S. cerevisiae fusion-defective mutant growth rescue, CellTiterGlo 48 h | Potency, µM (series often up to 46.1 µM), for the others: at the top dose growth rescue (activation), hits mostly activators | 320,000 compounds, 0.23% hits | AID 485298;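 also: potency is read from the fitted curve at half-maximal effect; % of control where 0% means no effect; nearly all actives have a fitted effect of over 45% in size; temperature-sensitive fusion mutants such as fzo1-1 at 37 °C on non-fermentable ethanol glycerol medium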
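Yeast fusion mutant, YPEG (non-fermentable carbon), compound, 48 h at 37C non-permissive; CellTiterGlo added, 10 min RT, luminescence read. Rescued growth = division inhibition.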
Eya2 phos inh: blocks the phosphatase activity of human Eya2 | recombinant Eya2, OMFP fluorescence dephosphorylation (OMFP is methylfluorescein phosphate) | Potency, µM (series often up to 76.9 µM), without a hit: at the highest dose activity, negative = inhibition, actives largely listed as inhibitors | 330,000 compounds, 0.006% hits | AID 488837; also: potency is read from the fitted curve at half-maximal effect; % is scaled to controls: 0 for no effect and ±100 for the full control effect
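Eya2 protein (added as 0.2 uM solution) was preincubated with compound for 10 min at ambient temperature in 50 mM HEPES pH 7.5, 50 mM NaCl, 5 uM MgCl2, 0.05% BSA, 1 mM DTT. OMFP (added at 50 uM) then reacted 10 min; fluorescence read at 485/525 nm.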
TCR activator: activates T cell receptor signaling | primary human leukocytes, anti-CD3, IL-2 HTRF, 48 h | Potency, µM (series often up to 9.22 µM), inactives show at the top dose activation of IL-2 secretion, most hits filed as activators | 330,000 tested, under 10 active | AID 504894; also: % of control where 0% means no effect
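Primary human leukocytes incubated 48 hr with anti-CD3 beads plus compound, without co-stimulation. Secreted IL-2 measured by HTRF (europium cryptate/d2 anti-IL-2 pair, 320 nm excitation, 665 nm emission).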
Tb PFK inh: blocks T. brucei phosphofructokinase. Potency, µM (doses to about 57.5 µM), for inactives: top-dose activity, negative = inhibition, usual class: inhibitors. AID 485367. O15648. 330,000 compounds, 0.17% hits. T. brucei PFK, ADP-Glo luminescence;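 also: potency is read from the fitted curve at half-maximal effect; 0% = uninhibited 1x PFK enzyme wells and -100% = no-enzyme wells; nearly all actives have a fitted effect of over 60% in size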
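1.25 nM PFK with 0.5 mM F6P and 0.1 mM ATP in 0.1 M TEA pH 8.0, 5 mM MgCl2, incubated 45 min at room temperature; ADP measured by ADP-Glo luminescence; compounds titrated up to 57 uM.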
a7 integrin act: activates integrin-mediated alleviation for muscular dystrophy; alpha7betagal myoblasts, beta-gal FDG fluorescence, 48 h; Potency, µM (doses to about 38.3 µM), for the others: top-dose activation, usual class: activators; 350,000 compounds, 0.064% hits;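 also: potency is read from the fitted curve at half-maximal effect; 100% = response of the positive control SU9516; nearly all actives have a fitted effect of over 60% in size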
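Alpha7betagal+/- myoblasts (passage 13) were plated 16-24 hr, then exposed to compounds (1:260 dilution of DMSO stock) for 48 hours at 37C. After MPER lysis, β-galactosidase reporter activity was read as FDG fluorescence (ex 480/em 540) after 30 minutes.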
A-T KAP1 phos: potential ataxia-telangiectasia treatment; AID 485349; […] A-T fibroblasts, KAP-1 phosphorylation AlphaLISA; neocarzinostatin DNA damage 30 min before lysis; 320,000 compounds, 0.19% hits; Potency, µM (series often up to 57.5 µM), for inactives: top-dose activation, most hits filed as activators; also: potency is read from the fitted curve at half-maximal effect; % of control where 0% means no effect; nearly all actives have a fitted effect of over 45% in size
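ATM-like activity read as KAP-1 phosphorylation via AlphaLISA donor/acceptor antibody pairs after lysis and 6 hr at 25C. Cells were ATM-null patient fibroblasts ([…], hTERT), dosed 60 min, then exposed to the DSB inducer NCS for 30 min.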
An asterisk follows results filed as active; ? = inconclusive; / = not tested or not shown; [ ] = another dose, or the depositor's remark. Unless noted, calls follow the shape of the dose curve; as a rule, active = well fitted curve in the direction sought with a large enough effect; inconclusive = small, poorly fitted or top-dose-only effect, or another doubt; inactive = no such curve, though single readings can be large; an effect the other way counts as inactive or inconclusive.

SMILES	Chronic BCR inh	ELG1 DNA repair	ASM inhibitor	TSHR antagonist	TSG101-PTAP inh	Mito fusion act	Eya2 phos inh	TCR activator	Tb PFK inh	a7 integrin act	A-T KAP1 phos
O=C(O)CSc1nnc(COc2cccc3ccccc23)n1Cc1ccccc1	5%	-8%	15%	-7	-10%	-8%	13%	-4%	-3%	3%	-1%
CCN1CCCC1CNS(=O)(=O)c1ccc(C(=O)Nc2ccccc2)cc1 (stereo not given)	-4%	-2%	-1%	/	-6%	-2%	6%	4%	-2%	6%	2%
CCC/C=N/NC(=O)c1cc(-c2ccccc2)nc2ccccc12	?	4%	4%	6	-7%	-2%	-5%	-7%[46.1 µM]	-9%	6%	-1%
CC(C)(CO)NC(=O)CCCOc1ccc(Cl)cc1Cl	1%	?	0%	2	-7%	-7%	-14%	-2%	-3%	-2%	3%
NCCCCCC(=O)N/N=C/c1coc2ccccc2c1=O	3%	-7%	2%	-5	-2%	-4%	17%	2%	2%	15%	-3%
COCc1cc(C)nc(SC)c1C#N	-2%	8%	3%	1	-5%	5%	8%	-4%	5%	-6%	-1%
Cn1c(CCNC(=O)c2ccc(F)cc2)nc2ccccc21	11%	-11%	3%	11	-9%	0%	-1%	-1%	-1%	-9%	2%
Cc1cccc(C)c1OCc1cc(C(=O)N2CCC(c3ccccc3)CC2)no1	4%	?	-2%	8	1%	4%	-12%	-3%	-5%	-18%	-11%
O=c1[nH]n(-c2ncnc3c2cnn3-c2ccccc2)c(=O)c2ccccc12	?	12%	-8%	2	-4%	-1%	7%	9%	0%	12%	-12%
COC(=O)[C@H](CCSC)NC(=O)Nc1cc(OC)cc(OC)c1	?	5%	-2%	1	-2%	-4%	9%	0%	-4%	6%	-11%
CCOC(=O)c1cccc(-n2c(C)nc3ccccc3c2=O)c1	0%	4%	0%	11	-4%	7%	6%	-4%	-3%	-1%	-1%
O=C(COC(=O)c1ccc2ncsc2c1)Nc1cc([N+](=O)[O-])ccc1Cl	?	?	5%	3	-1%	1%	-2%	3%	0%	0%	-5%
c1ccc(-c2csc(N3CCOCC3)n2)cc1	?	?	-1%	-3	-2%	3%	0%	5%	1%	40%	1%
COc1ccc(-n2c(COc3ccc(C)cc3)nnc2SCC(N)=O)cc1	0%	-5%	-5%	6	0%	-1%	-18%	-1%	1%	10%	-2%
CCN1CCN(S(=O)(=O)c2ccc3c(c2)NC(=O)CS3)CC1	-1%	15%	1%	-7	42%[activator]	-4%	2%	11%	-4%	0%	-2%
CCOc1ccc(S(=O)(=O)Nc2ccc(C(=O)NCC(C)(C)N3CCOCC3)cc2)cc1	23%	?	-1%	-8	-1%	2%	2%	6%	-6%	4%	8%
Cc1cc(C)n2nc(SCc3ccc(F)cc3Cl)nc2n1	-2%	14%	0%	0	4%	7%	13%	-3%	-2%	0%	0%
CC(=O)Nc1ccc(CN2CCCCCCC2)cc1	?	4%	8%	27	-3%	-2%	-2%	3%	0%	0%	3%
COc1ccc(N=C2NC(=O)/C(=C\c3ccco3)S2)cc1	-8%	0%	6%	0	0%	5%	4%	-5%	-2%	-7%	-1%
CCCc1cc(=O)oc2cc(OCc3ccc(C(=O)O)cc3)ccc12	-16%	?	23%	-2	-2%	-106%[inhibitor]	4%	-11%	2%	24%	13%

No new results follow: entries from further up.
SMILES	Chronic BCR inh	ELG1 DNA repair	ASM inhibitor	TSHR antagonist	TSG101-PTAP inh	Mito fusion act	Eya2 phos inh	TCR activator	Tb PFK inh	a7 integrin act	A-T KAP1 phos
Cc1cccc(C)c1OCc1cc(C(=O)N2CCC(c3ccccc3)CC2)no1	4%	?	-2%	8	1%	4%	-12%	-3%	-5%	-18%	-11%
O=c1[nH]n(-c2ncnc3c2cnn3-c2ccccc2)c(=O)c2ccccc12	?	12%	-8%	2	-4%	-1%	7%	9%	0%	12%	-12%
COC(=O)[C@H](CCSC)NC(=O)Nc1cc(OC)cc(OC)c1	?	5%	-2%	1	-2%	-4%	9%	0%	-4%	6%	-11%
CCOC(=O)c1cccc(-n2c(C)nc3ccccc3c2=O)c1	0%	4%	0%	11	-4%	7%	6%	-4%	-3%	-1%	-1%
O=C(COC(=O)c1ccc2ncsc2c1)Nc1cc([N+](=O)[O-])ccc1Cl	?	?	5%	3	-1%	1%	-2%	3%	0%	0%	-5%
c1ccc(-c2csc(N3CCOCC3)n2)cc1	?	?	-1%	-3	-2%	3%	0%	5%	1%	40%	1%
COc1ccc(-n2c(COc3ccc(C)cc3)nnc2SCC(N)=O)cc1	0%	-5%	-5%	6	0%	-1%	-18%	-1%	1%	10%	-2%

More records follow:
SMILES	Chronic BCR inh	ELG1 DNA repair	ASM inhibitor	TSHR antagonist	TSG101-PTAP inh	Mito fusion act	Eya2 phos inh	TCR activator	Tb PFK inh	a7 integrin act	A-T KAP1 phos
Cc1ccc(CC2C(=O)N(c3cc(Cl)ccn3)C(=O)C2C)cc1 (stereo not given)	-5%	?	-1%	7	4%	4%	-1%	4%	0%	5%	0%
Cc1nc2cc(F)ccc2n1C1CCN(C(=O)c2ccc(F)cc2F)CC1	-14%	9.2µM*	5%	-10	-1%	-12%	0%	1%	-5%	20%	1%
Cc1ccccc1-n1ncc2c1CC(C)(C)CC2NC(=O)c1snnc1C (stereo not given)	6%	10%	1%	-1	0%	-6%	4%	1%	1%	-16%	3%
Cc1nn(-c2ccccc2)c(C)c1C(=O)Nc1ccc(N2CCOCC2)cc1	-14%	1%	5%	6	-2%	0%	8%	-2%	0%	8%	-1%
COc1ccc(-c2csc3nc(-c4ccccc4OC)oc(=O)c23)cc1	?	-7%	-2%	-4	-3%	-9%	-17%	-2%	-18%	-12%	-5%
CCC(C)(C)NC(=O)C(c1ccccn1)N(C(=O)c1csnn1)c1ccccc1 (stereo not given)	22%	16%	-1%	7	-5%	-3%	4%	-3%	1%	0%	10%
O=C(CCSc1ccccc1)Nc1ccccc1C(=O)N1CCCC1	1%	3%	6%	-14	-2%	2%	2%	7%[46.1 µM]	1%	7%	/
CNS(=O)(=O)c1cc(NC(=O)CCNC(=O)c2ccco2)ccc1C	-10%	-6%	4%	4	-2%	-1%	-3%	-2%	7%	12%	-2%
Cc1ccc(S(=O)(=O)N(CC(=O)c2ccc(Cl)cc2)C(=O)N2CCN(C)CC2)cc1	5%	18%	-1%	8	-3%	-9%	-1%	-1%	-7%	4%	12%
Cc1ccc(-n2nnnc2C(Cl)c2nnnn2-c2ccc(C)cc2)cc1	?	6%	0%	-28	1%	6%	0%	-1%[46.1 µM]	-13%	-67%[inhibitor]	25%
CC1(C)NC(=O)N(CCOCCSc2ccccc2)C1=O	1%	18%	12%	4	-8%	2%	-5%	/	0%	10%	-2%
O=C(c1ccc(F)cc1Cl)N(c1ccccn1)C1CCCCC1	3%	-2%	2%	7	-2%	-5%	13%	/	-5%	-2%	6%
Nc1nc(CSc2nc3ccccc3s2)nc(N2CCOCC2)n1	-6%	?	-1%	-1	-4%	-3%	8%	-2%	7%	21%	0%
CCc1nnc(NC(=O)C2CCC(CNc3c(N4CCCCC4)c(=O)c3=O)CC2)s1 (stereo not given)	?	?	2%	12	-1%	-8%	-10%	-1%	-6%	-17%	0%
O=C(NCCNS(=O)(=O)c1ccccc1)N1CCOCC1	-8%	9%	0%	12	1%	0%	4%	/	0%	-5%	0%
Cc1nn(Cc2c(F)c(F)c(F)c(F)c2F)c(C)c1NC(=O)c1nn(C)c(C)c1Br	3%	-16%	-5%	-10	-1%	3%	8%	-2%	-5%	-24%	1%
